Bioassay records deposited in PubChem BioAssay by Broad Institute.
XiGFP reactiv – X-chromosome reactivation activator; XiGFP mouse fibroblasts, % GFP-positive cells imaging, 3 d; cells co-treated with 5-aza-dC sensitizer; scaled so ellipticine positive control = 100%; 360,000 compounds, 0.055% hits; activation, % at 7.58 µM;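 active = mean normalized replicate activation at least 10% and every replicate at or above 10%; inconclusive = only one of the two criteria met; inactive = mean below 10% and not all replicates reach 10%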;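 also: 0% = median of on-plate neutral control wells and 100% = ellipticine 6 µM median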
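Assay system: SV40-immortalized XiGFP fibroblast cells, line 68-5-11; buffer or medium: DMEM plus 5-aza-dC sensitizer; compound: one concentration, pinned; timing: compounds 3 days, fix/stain 15 min at room temperature; benchmarks: positive control ellipticine, 6 µM final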
INS-1E GSIS act – primary screen for activators of insulin secretion dependent on glucose, INS-1E cells, GLuc reporter luminescence; INS-1E GLuc reporter insulin secretion, 2-3 h; activation, % at 16.6 µM; 370,000 compounds, 0.61% hits; AID 743287;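 active = lowest replicate activation of at least 40%, so every replicate reaches that level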;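 also: 0% = median of neutral control wells and 100% = median of IBMX positive control wells; some compounds called inactive have numbers as strong as hits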
DENV2 CPE rescue – protects cells from dengue virus 2 cytopathic effect. CPE inhibition, % at 9.99 µM. 350,000 compounds, 1.7% hits. DENV2-infected cells, cytopathic effect rescue, plate reader; in the data active = CPE inhibition above about 20%, passing the limit was not always enough; inconclusive = no clear call, values can overlap the other calls; tested in BHK-21 cells;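 also: 0% = median of neutral control wells and 100% = median of positive control wells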
RAD52 anneal inh – blocks human RAD52 DNA annealing; P43351; recombinant RAD52 DNA annealing, FRET fluorescence; inhibition, % at 18.7 µM; 360,000 compounds, 0.46% hits;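 active = every replicate showing at least 50% inhibition; inconclusive = mean inhibition at least 50% but not in every replicate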
Casp6 inh – inhibitors of human caspase-6; AID 686996; purified caspase-6, Z-VEID-R110 cleavage fluorescence; inhibition, % at 12.5 µM; 350,000 compounds, 0.53% hits;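 active = mean inhibition across replicates at least about 35%, with every replicate also reaching that limit, limit read from the data; inconclusive = only one of the two criteria met; inactive = neither criterion met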;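 also: 0% = median of neutral control wells and 100% = no fluorescence left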
Target sequence (P55212 24-179 limits assumed): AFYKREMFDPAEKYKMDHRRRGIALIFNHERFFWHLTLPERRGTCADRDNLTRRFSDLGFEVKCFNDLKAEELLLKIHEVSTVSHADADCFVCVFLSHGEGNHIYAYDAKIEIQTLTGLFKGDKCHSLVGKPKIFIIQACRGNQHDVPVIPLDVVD
Target sequence (P55212 194-293 limits assumed): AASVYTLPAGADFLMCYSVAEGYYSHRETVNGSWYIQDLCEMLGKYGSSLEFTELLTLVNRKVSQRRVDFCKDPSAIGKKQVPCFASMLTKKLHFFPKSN
RAD54 branch – RAD54 (human) branch migration inhibition; Q92698; RAD54 Holliday junction branch migration, FAM/BHQ fluorescence; inhibition, % at 10.4 µM; 360,000 compounds, 0.14% hits; AID 602329;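 active = mean normalized replicate activity at least 40 and at least half of replicates scoring 40 or more; inconclusive = only one of the two criteria met; inactive = mean below 40 and under half of replicates reaching 40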;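 also: 0% = median of neutral control wells and 100% = median of positive control wells; inhibitors cause a drop in the FAM fluorescence signal; in these data hits start at about 50%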
Target sequence (Q92698 whole entry, looked up): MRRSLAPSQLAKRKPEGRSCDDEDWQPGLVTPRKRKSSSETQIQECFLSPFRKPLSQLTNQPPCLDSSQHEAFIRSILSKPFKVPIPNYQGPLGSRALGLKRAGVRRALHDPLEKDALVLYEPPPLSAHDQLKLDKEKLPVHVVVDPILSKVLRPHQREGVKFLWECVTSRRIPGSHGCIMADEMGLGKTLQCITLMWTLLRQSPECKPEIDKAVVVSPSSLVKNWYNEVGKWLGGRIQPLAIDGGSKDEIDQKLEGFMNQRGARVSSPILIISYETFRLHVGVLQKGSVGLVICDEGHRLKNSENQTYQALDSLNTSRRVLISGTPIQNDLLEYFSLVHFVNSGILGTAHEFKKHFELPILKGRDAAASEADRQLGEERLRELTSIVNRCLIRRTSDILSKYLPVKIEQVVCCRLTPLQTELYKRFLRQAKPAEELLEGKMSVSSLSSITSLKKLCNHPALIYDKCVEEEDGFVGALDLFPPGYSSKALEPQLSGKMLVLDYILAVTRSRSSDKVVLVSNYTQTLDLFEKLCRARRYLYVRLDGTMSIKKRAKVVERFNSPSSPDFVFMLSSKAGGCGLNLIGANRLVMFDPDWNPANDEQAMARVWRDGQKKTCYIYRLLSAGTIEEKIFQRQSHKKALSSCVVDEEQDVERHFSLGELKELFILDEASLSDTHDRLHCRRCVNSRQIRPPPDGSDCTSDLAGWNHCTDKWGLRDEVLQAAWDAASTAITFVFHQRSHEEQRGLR
E-selectin induc – E-selectin induction on HUVECs | P16581 | HUVEC E-selectin immunofluorescence imaging; normalized: neutral wells 0, TNF-alpha wells 100 | activation, % at 7.58 µM | 260,000 compounds, 0.37% hits | AID 686992;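 active = mean E-selectin-positive cell signal at least 10% of the positive control, reached in at least 60% of replicates, without over 20% cell loss; inconclusive = no rule given, readout overlaps actives, possibly toxicity-flagged; inactive = the rest, including those meeting only one limit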;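 also: in these data hits start at about 27%; measured in HUVEC primary endothelial cells; signal is the percent of cells scored E-selectin positive by PE staining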
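Test system: HUVEC; input: 3,000 HUVEC/well; measured by: immunofluorescence imaging; read-out: % PE-positive cells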
CFTR F508del cor – CFTR F508del correction in bronchial cells | AID 720511 | 350,000 compounds, 0.36% hits | CFBE cells, YFP halide quenching; stimulated with forskolin plus potentiator P3; % fluorescence drop versus neutral controls | activity (quench increase), % at 7.58 µM;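 active = mean added fluorescence quench of at least 8% versus neutral control, with both replicates also reaching 8%; inconclusive = only one of the mean or replicate conditions met; inactive = mean below 8% and not both replicates reaching 8%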;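 also: cells transiently co-express mutant CFTR-F508del with the halide-sensitive YFP; corrector assay measuring rescue of mutant channel to the surface after 24 h compound exposure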
* hit, by the source's call; ? = inconclusive; . = not tested or not shown. No enrichment for hits, and some 3.7% of all compounds hit somewhere here.

Values run as follows: XiGFP reactiv | INS-1E GSIS act | DENV2 CPE rescue | RAD52 anneal inh | Casp6 inh | RAD54 branch | E-selectin induc | CFTR F508del cor
> CC(C)CCNC(=O)CCc1nnc(Cc2c[nH]c3ccccc23)o1
  0.2 | 12 | -7 | -18 | 1 | 6 | -4.8 | 2.4
> COc1ccc(CN2CCOCCOCCOCCOCCOCC2)cc1
  0.0 | 5 | -2 | -7 | 2 | . | -0.1 | -1.1
> NNC(=O)c1ccc(COc2cccc3ccccc23)o1
  0.0 | . | -11 | -11 | -5 | -1 | 1.9 | 3.8
> O=C(c1ccc(CSc2ccc(Cl)cc2)cc1)N1CCCC1
  0.3 | -13 | 9 | -6 | 4 | . | -0.1 | -3.8
> CCOc1ccc(S(=O)(=O)N2CCC(C(=O)NCc3ccncc3)CC2)cc1Cl
  0.5 | 28 | -2 | -1 | -1 | -4 | 0.0 | -1.6
> Cc1ccc(NNC(N)=S)cc1Cl
  0.3 | -11 | 0 | 0 | -4 | 1 | 0.1 | -1.9
> CC/C(O)=C1\C(=O)CC(c2ccccc2)CC1=NCCC(=O)O (configuration not stated)
  -0.1 | 12 | 2 | -6 | -4 | . | 0.4 | .
> CC(=O)Nc1cccc(NC(=O)CSc2nc(=O)n(CCN3CCOCC3)c3c2CCCC3)c1
  -0.1 | 1 | 1 | 5 | 1 | 4 | . | -3.3
> CC(C)[C@@H]1C=C(C(=O)O)O[C@H](OCCCCO)C1
  0.1 | 0 | . | -13 | -2 | 4 | -0.3 | -3.2
> OC(CNC1CCCc2ccccc21)COc1c(Cl)cccc1Cl (configuration not stated)
  0.0 | -4 | 4 | -6 | 3 | . | . | 1.6
> Cc1ccc(SC(C)C(=O)Nc2ncn[nH]2)cc1 (configuration not stated)
  0.0 | -3 | -5 | -6 | 1 | -3 | -0.3 | 2.5
> CCOc1cc(NC(=O)Nc2ccc(F)cc2)c(OCC)cc1NC(=O)CC
  0.0 | -1 | 10 | 3 | 0 | -6 | . | -2.3
> O=C(NNc1ccccc1)OCc1ccccc1
  0.3 | 18 | -9 | -5 | 0 | 3 | 0.1 | -1.9
> O=C(CN1CCN(c2ncccn2)CC1)NCc1ccc2c(c1)OCO2
  0.0 | 2 | -3 | -25 | -1 | -4 | 1.2 | -1.0
> CO[C@@H]1CN(C)C(=O)c2cc(NS(=O)(=O)c3ccc(-c4ccccc4)cc3)ccc2OC[C@H](C)NC[C@H]1C
  0.0 | -14 | 0 | 22 | 2 | -2 | 0.0 | -4.0
> OC[C@H]1[C@H](c2ccccc2)C2(CN(Cc3ccncc3)C2)N1Cc1ccncc1
  0.2 | 9 | -9 | -12 | 0 | . | 0.4 | 0.7
> Cc1ccccc1Nc1ccc([N+](=O)[O-])cn1
  0.0 | -14 | -5 | 4 | 0 | 2 | -0.1 | -1.5
> O=C(c1ccccc1)N1CC[C@@H]2[C@H](CO)Nc3ccc(C#CC4CCCCC4)cc3[C@@H]21
  0.1 | -1 | -3 | -48 | 0 | . | 0.9 | 1.4
> O=C(O)/C(=C\c1ccc(-c2ccccc2[N+](=O)[O-])o1)c1ccccc1
  0.1 | -12 | -3 | -8 | 7 | 1 | . | 1.4
> CN(C)/C=C/C(=O)c1ccc(Cl)c([N+](=O)[O-])c1
  0.0 | 4 | -5 | -11 | 0 | . | -0.5 | -0.3
> Cc1ccc2[nH]c3c(c2c1)CN(C(=O)CN1CCN(C(=O)c2ccco2)CC1)CC3
  -0.1 | 5 | 4 | -20 | 2 | . | -1.7 | -1.2
> O=C(Nc1ccc(Br)cn1)c1ccc2ccccc2c1
  0.0 | 0 | 1 | -14 | -2 | 4 | . | 4.3
> CCN(CC)C(=O)c1[nH]cnc1C(=O)NCCCCCNC(=O)OC(C)(C)C
  0.1 | 3 | -13 | -9 | 0 | -15 | -0.1 | 0.2
> O=C(c1ccccc1)N1C[C@H]2[C@@H](c3ccccc31)[C@H](CO)N2C(=O)c1ccccn1
  0.0 | 11 | 25* | -9 | 2 | -9 | -0.1 | -0.9
> COCCn1c(SCC(=O)N2CCCC2)nc2c([nH]c3ccccc32)c1=O
  0.0 | -6 | -9 | -9 | -1 | 0 | -0.3 | 2.5
> C[C@@H]1CN([C@H](C)CO)S(=O)(=O)c2ccc(-c3cccc(C#N)c3)cc2O[C@@H]1CN(C)C(=O)C1CC1
  -1.4 | -5 | -20 | -5 | -2 | 0 | 1.1 | 0.0
> CCOC(CNC(=O)c1[nH]c(C(F)(F)F)nc1-c1ccccc1)OCC
  0.0 | 9 | 2 | -3 | -1 | 7 | 0.0 | -1.2
> Cc1cc(C(=O)COc2ccccc2[N+](=O)[O-])c(C)n1C1CC1
  0.0 | 1 | 3 | -8 | 2 | . | -0.3 | -8.3
> C[C@H]1CN([C@@H](C)CO)C(=O)c2cc(NC(=O)NC3CCCCC3)ccc2O[C@H]1CN(C)C(=O)Nc1ccccc1
  0.2 | -4 | 4 | 3 | 0 | -8 | 0.0 | -0.2
> CN(C)S(=O)(=O)c1ccc(N2CCCC2)c(C(=O)Nc2ccccc2Br)c1
  0.0 | 5 | 1 | -13 | 2 | 7 | 0.8 | -4.1
> Cc1noc(C)c1NC(=O)Nc1ccc2c(c1)C(=O)N([C@H](C)CO)C[C@H](C)[C@H](CN(C)C(=O)NC(C)C)OCCCC[C@@H](C)O2
  0.0 | 24 | ? | 5 | -1 | -2 | . | 1.7
> CCOC(=O)/C(=N\Nc1ccccc1[N+](=O)[O-])c1csc(N)n1
  -0.1 | -14 | 5 | -13 | 0 | . | . | 5.5
> Cc1ccc(NC(=O)c2sc3nc(N4CCOCC4)c4c(c3c2N)CCCC4)cc1
  0.0 | -8 | 3 | -44 | -5 | -9 | 0.3 | -2.4
> O=C(NCC[C@H]1CC[C@@H](NS(=O)(=O)c2ccc(F)cc2)[C@@H](CO)O1)Nc1ccc(F)cc1
  -0.5 | -14 | 6 | 25 | -3 | 8 | -0.5 | 0.8
> C#CCN(C[C@@H]1[C@@H](OC(=O)NCCCCCC)[C@@H](OC(=O)NCCCCCC)Cn2c(=O)ccc(=O)n21)S(=O)(=O)c1ccc(C)cc1
  -0.3 | -10 | -4 | -12 | -2 | 10 | 1.7 | -7.1
> COc1ccc([N+](=O)[O-])cc1NC(=O)COC(=O)Cc1cc(OC)c(OC)c(OC)c1
  0.0 | -3 | . | . | . | -1 | -0.3 | .
> CCOC(=O)C[C@H]1c2cc(C(F)(F)F)ccc2S(=O)(=O)N1Cc1ccccc1
  0.0 | -9 | 10 | -15 | 2 | 9 | -0.1 | -1.5
> COc1ccc(C(=O)Cn2c(NCCCO)nc3ccccc32)cc1
  -0.1 | 27 | ? | 8 | -5 | -7 | 0.1 | -0.5
> CNc1cnc(-c2ccc(C(=O)N3CCOCC3)cc2)cn1
  0.1 | -3 | -2 | 1 | 1 | -17 | 0.0 | -4.5
> CCN(CC(=O)Nc1ccccc1C(F)(F)F)C(=O)c1ccccc1OCc1ccc(F)cc1
  0.0 | -38 | 3 | -2 | -168 | -2 | 0.0 | -2.0
> C[C@@H]1CN([C@H](C)CO)C(=O)c2cc(C3=CCCC3)cnc2O[C@H]1CN(C)C
  -1.1 | 17 | 1 | 5 | -5 | 0 | 0.4 | 0.0
> CC(=O)c1sc(N/N=C\c2c(O)ccc3ccccc23)nc1C
  0.1 | -4 | 1 | -24 | 0 | -4 | -2.3 | 5.8
> COc1cnc(-c2cccc(C(F)(F)F)c2)nc1OC
  0.0 | 1 | -4 | -12 | 0 | . | ? | -2.6
> CCNC(=O)COC(=O)/C=C/c1cccs1
  0.2 | 8 | -5 | -11 | -1 | -1 | 2.3 | -1.2
> COc1ccc(S(=O)(=O)Nc2ccc3c(c2)C(=O)N([C@H](C)CO)C[C@@H](C)[C@@H](CN(C)C(=O)Nc2ccc(C(F)(F)F)cc2)O3)cc1
  0.4 | -17 | 0 | -16 | -2 | 5 | 1.1 | -0.7
> Cc1ccc(SCc2c(C(=O)N/N=C/c3cccs3)nnn2-c2nonc2N)cc1
  0.1 | -7 | 10 | -24 | -1 | -8 | . | 0.4
> CCc1ccc2cc(C)cc(C)c2n1
  -0.1 | 3 | 34* | -1 | -1 | -12 | -0.1 | -0.4
> COc1ccc2c3c(n(C)c2c1)[C@H](CO)N(Cc1ccccc1)CC31CN(S(C)(=O)=O)C1
  0.5 | -6 | -2 | . | . | . | -0.2 | -1.9
> COc1ccc(OCC(=O)Nc2nc3c(s2)CCCC3)cc1
  0.1 | -13 | -1 | -20 | -2 | -6 | . | -1.2
> c1csc(-c2nnc(N3CCOCC3)c3ccccc23)c1
  0.0 | 39 | 1 | -11 | -3 | . | . | -0.6
> COC(=O)C1=C(C)N(CCCC(=O)O)C(=O)NC1c1cccc2ccccc12 (configuration not stated)
  0.0 | 4 | 9 | -13 | -1 | -2 | 0.6 | 1.4
> O=C(c1cccc(C(F)(F)F)c1)C1CCCN(C(=O)CCn2cnnn2)C1 (configuration not stated)
  . | 22 | -2 | -5 | 0 | 11 | 1.3 | -1.1
> CC(=O)N(C)C[C@@H]1Oc2cc(C#CC3CC3)ccc2S(=O)(=O)N([C@@H](C)CO)C[C@H]1C
  -0.4 | 1 | . | . | . | . | -0.3 | 0.7
> C[C@@H]1CN([C@@H](C)CO)S(=O)(=O)c2ccc(C#Cc3ccc(F)cc3)cc2O[C@@H]1CN(C)C(=O)NC1CCCC1
  -1.4 | -1 | -20 | 4 | -1 | -3 | 0.8 | -1.2
> C[C@H]1CN([C@@H](C)CO)C(=O)c2cc(NC(=O)Nc3ccccc3)ccc2O[C@H]1CN(C)Cc1ccc(Cl)c(Cl)c1
  0.5 | -31 | . | . | . | . | 0.6 | -0.5
> CCc1nc2ccc(C(=O)NCCOc3ccc(OC)cc3)cn2c1N(CC)Cc1cccc(Br)c1
  0.2 | -18 | ? | -34 | -5 | 1 | -0.7 | 1.7
> c1ccc(COc2ncnc3c2ncn3CCCNCc2ccccn2)cc1
  0.0 | -8 | -6 | -31 | 0 | 5 | 5.4 | -1.9
> CC(C)CN1CCNC(=O)C1CC(=O)NCCc1cnn(-c2ccccc2)c1 (configuration not stated)
  0.0 | -2 | -1 | -16 | -1 | . | . | 0.9
> COc1ccc(-c2[nH]n(-c3ccc([N+](=O)[O-])cc3)c(=O)c2C=NCc2ccc(F)cc2)cc1
  0.5 | . | 0 | -24 | -2 | 4 | -0.3 | .
> C[C@H](CO)N1C[C@H](C)[C@@H](CN(C)Cc2ccc(C(=O)O)cc2)Oc2ccc(NC(=O)Nc3cccc4ccccc34)cc2CC1=O
  2.2 | -9 | 77* | 2 | 5 | 8 | -0.2 | 0.0
> O=C(NCc1nc(-c2ccc(C(F)(F)F)cc2)no1)Nc1cc(Cl)cc(Cl)c1
  0.2 | . | -14 | -3 | -5 | . | . | 0.1
> CCOC(=O)CNC(=O)N1c2ccccc2Sc2ccccc21
  0.1 | . | 9 | -15 | 6 | . | 0.1 | -3.1
> CC(=O)c1ccc(-n2c(CCC(=O)O)ccc2-c2cccs2)cc1
  . | -4 | -2 | -24 | . | -10 | . | -1.4
